High-throughput results from PubChem.
PAX8 reporter: PAX8 transcriptional activity inhibition; inhibition, % at 12.6 µM; AID 652154; RMG-I TPO-luciferase reporter, SteadyGlo, 24 h; hit rate 1.2% among 360,000;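 active = mean replicate inhibition at least 60% with every replicate also reaching 60%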;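 note: luciferase light reporting Pax8 driven TPO promoter activity; plate controls were median of neutral control wells for no effect and mitoxantrone controls for full effect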
ARNT TACC3 PPI: disruptors of human ARNT/TACC3 interaction; AlphaScreen His-ARNT PAS-B/GST-TACC3 binding, luminescence; TACC3 fragment carries E629A point mutation; inhibition, % at 9.99 µM; hit rate 0.66% among 390,000;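 active = mean inhibition of replicates at least 50% and at least half of replicates each reaching 50%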;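 note: 0% = complete ARNT plus TACC3 wells and 100% = ARNT alone without TACC3; many hits fall short of the cut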
Numbers without * were called inactive. Some of the compounds tested, so the mix of outcomes need not match the whole.

compound | PAX8 reporter | ARNT TACC3 PPI
COc1cccc(C2NC(=O)c3ccccc3O2)c1OC (stereo not drawn) | 7 | 0
O=S(=O)(CCc1nc2ccccc2s1)c1ccc(Cl)cc1 | 17 | -5
Cc1ccc(NC(=O)/C(=C\c2ccc([N+](=O)[O-])cc2)NC(=O)c2ccccc2)cc1 | -9 | -6
O=c1c2[nH]c3ccccc3c2ncn1CCN1CCCCC1 | 6 | -1
CCOC(=O)C1CCN(Cc2cn[nH]c2-c2ccc(C)cc2)CC1 | 1 | -4
CCCCCCc1cc2cc(-c3nnc(-c4ccccc4OC)o3)c(=O)oc2cc1O | 12 | -6
CCOC(=O)c1c(C)[nH]c(C(=O)COC(=O)C23CC4CC(CC(Cl)(C4)C2)C3)c1C | -12 | -4
CC(C)NC(=O)c1ccc(N2CCOCC2)nc1 | -15 | 19
COc1ccccc1NC(=O)N1CCC(c2nnc(SCC(N)=O)n2C)CC1 | -12 | -5
N#CCn1nnc(-c2ccc3c(c2)OCO3)n1 | 2 | -13

Following part:
compound | PAX8 reporter | ARNT TACC3 PPI
Cc1ccc(NC(=O)/C(=C\c2ccccc2)NC(=O)/C=C/c2ccccc2)cc1 | -7 | 5
CCN1CCN(c2ccc(NC(=O)c3cccc(OCc4ccccc4)c3)cc2)CC1 | -20 | -15
CCOC(=O)N1CCN(C(=O)CN(c2ccc(C)c(C)c2)S(=O)(=O)c2ccccc2)CC1 | 53 | -6
CC(=O)NC1(c2cccc(F)c2)CCN(C(=O)Nc2ccc(C#N)cc2)CC1 | 2 | -3
COCCNc1nc2c(c(=O)n(Cc3ccc(OC)cc3)c(=O)n2C)n1C | 18 | 7
CCOCCCNc1nc2c(C)cccn2c(=O)c1/C=C1\SC(=S)N(CC(C)C)C1=O | -16 | -7
CCOC(=O)c1c(C)cc(=O)oc1C | 5 | 0
O=C(O)/C=C\C(=O)Nc1ccc(Oc2ccccc2)cc1 | 11 | 2
O=C(CSc1nc2c(sc3ccccc32)c(=O)n1CCc1ccccc1)NCc1ccco1 | 4 | 0
Cc1cc(C)n2c(SCC(=O)NCc3ccco3)nnc2n1 | 0 | -2

Record cards (already shown). Order of values: PAX8 reporter	ARNT TACC3 PPI
Results for `COCCNc1nc2c(c(=O)n(Cc3ccc(OC)cc3)c(=O)n2C)n1C` = 18	7
Results for `CCOC(=O)N1CCN(C(=O)CN(c2ccc(C)c(C)c2)S(=O)(=O)c2ccccc2)CC1` = 53	-6
Results for `O=C(O)/C=C\C(=O)Nc1ccc(Oc2ccccc2)cc1` = 11	2

(listing goes on)
compound | PAX8 reporter | ARNT TACC3 PPI
CCc1nnc(NC(=O)Cn2ccc(C(F)(F)F)n2)s1 | -37 | 0
O=C(Cn1c2ccccc2c(=O)c2ccccc21)N/N=C/c1cc([N+](=O)[O-])ccc1N1CCCCCC1 | 12 | 0
Cc1ccc(-c2noc(COc3ccccc3C)n2)cc1 | -87 | -8
C=CCNc1nc(-c2sc(NC(C)=O)nc2C)cs1 | -28 | 4
COc1cccc(-c2nnn(CC(=O)Nc3cc(OC)c(NC(=O)c4ccco4)cc3OC)n2)c1 | 32 | 6
CN=C(c1ccco1)n1c(=S)nc(-c2ccco2)n(C)c1=S | 12 | 7
O=C(c1nc2nc(-c3ccc(Cl)cc3)cc(C(F)(F)F)n2n1)N1CCOCC1 | 2 | -8
CC1=Nn2c(nnc2C2CCCCC2)SC1 | -9 | -6
COCCn1c(SCC(=O)N2CCCc3ccccc32)nc2ccccc2c1=O | 10 | -2
Clc1cccc2sc(N3CCCC3)nc12 | -27 | -2

(next part)
compound | PAX8 reporter | ARNT TACC3 PPI
CC(C)NC(=O)c1ccc(CNC(=O)OCC(F)(F)F)cc1 | 16 | -20
CCOC(=O)c1ccc(NC(=O)N(CC)CC)cc1 | -145 | -16
C=CCOC(=O)N1CCN(c2cccc(C(F)(F)F)c2)CC1 | 0 | -2
COc1ccc(-c2csc(N(CCCN(C)C)C(=O)c3cccs3)n2)cc1 | 7 | 4
COc1ccc(-c2nnc3c4ccccc4c(C)nn23)cc1 | -95 | -10
O=C(NCc1ccc2c(c1)OCO2)c1ccc(N2CCCC2=O)cc1 | -18 | 1
Cc1oc(-c2ccccc2Cl)nc1CSCC(=O)NC1CC1 | -15 | -17
Cc1cc(Cl)c(S(=O)(=O)Nc2ccc3c(c2)OCCO3)cc1OCC(=O)NC1CCCCC1 | -1 | -8
CCOc1ccccc1NC(=O)CSc1ccccc1 | -14 | -9
O=C(O)C1CC=CCC1C(=O)Nc1cc(Cl)ccc1Cl (stereo not drawn) | 9 | -4

More structures.
compound | PAX8 reporter | ARNT TACC3 PPI
COCCNC(=O)C1c2ccccc2C(=O)N(CCOC)C1c1ccc(F)cc1 (stereo not drawn) | 1 | -11
Cc1cc(N/C(=N\S(=O)(=O)c2ccc(Cl)cc2)c2ccc(F)cc2)no1 | -9 | -7
CC(C)(C)NC(=O)CSc1nncn1NCc1ccccc1 | 10 | -6
CCOC(=O)C1=C(OCc2ccc(Cl)cc2)C2C=C(C)C=CC2N=C1 (stereo not drawn) | 11 | -20
CC1(C)Cc2c(cnn2-c2ccccc2)-c2c1c1ccccc1n2CC(O)CCl (stereo not drawn) | 44 | -1
COc1ccc(Br)cc1S(=O)(=O)N1CCCC1 | 5 | -5
CCc1nnc(NC(=O)CSc2nnc(COc3ccccc3)n2Cc2ccccc2)s1 | -2 | -17
O=C(Nc1cc(C(F)(F)F)ccc1N1CCOCC1)c1ccccc1 | 15 | 8
CCCCN(CC)CCCNC(=O)Cn1nc(Cc2cccnc2)c2ccccc2c1=O | 3 | 17
Cn1c(Cc2cccc3ccccc23)nnc1SCC(=O)N1CCN(c2cccc(Cl)c2)CC1 | 27 | -4

More results follow:
compound | PAX8 reporter | ARNT TACC3 PPI
Nc1ncnc2nc(SCCc3ccccc3)[nH]c12 | -8 | -6
Cc1nn(CC(=O)NCCN2CCOCC2)c(=O)c2ccccc12 | -2 | -26
Cc1ccsc1/C=N\NC(=O)c1ccc2c(c1)OCO2 | -134 | -1
CCOC(=O)c1[nH]c2ccc(Cl)cc2c1-c1ccccc1 | -3 | 5
CCCCn1c(=NC(=O)c2cccnc2)c(C(=O)OCC)cc2c(=O)n3ccccc3nc21 | 3 | 3
O=C(Nc1ccc(Cl)cn1)Nc1ccccc1F | -119 | -8
CC(Nc1ccc(Br)cc1)C(=O)N/N=C/c1ccccc1OCc1ccccc1 (stereo not drawn) | -22 | 2
CC(Sc1ccc(Cl)cc1)C(=O)Nc1ccc2c(c1)OCO2 (stereo not drawn) | 4 | 14
CS(=O)(=O)Nc1ccc(Br)cc1C(=O)c1ccccc1 | 19 | 1
O=C(O)C1C(C(=O)Nc2ccc(Cl)cc2)C2C=CC1C21CC1 (stereo not drawn) | 11 | -2

Next section.
compound | PAX8 reporter | ARNT TACC3 PPI
O=C(CNS(=O)(=O)c1cccc2nsnc12)NCc1ccc(Cl)cc1 | 10 | -3
CCC1(C)Cc2c(C#N)c(N)n(-c3ccccc3)c(=O)c2CO1 (stereo not drawn) | 13 | 0
CCOC(=O)/C(C#N)=C\c1ccc(CC)s1 | -67 | -2
S=c1[nH]nc(-c2ccccc2)n1Cc1ccccc1 | -3 | -31
O=C(Nc1ccsc1C(=O)NC1CCCCC1)c1ccccc1 | -4 | 2
CC1(C)Cc2c(sc3nc(SCC(=O)NCc4ccccc4)n(-c4ccccc4)c(=O)c23)CS1 | -2 | 2
CC(C)Cc1nnc(NC(=O)CSc2ccccn2)s1 | -21 | -4
CCc1cc(=O)oc2cc(OS(C)(=O)=O)ccc12 | 19 | -5
O=C1/C(=C/c2cccs2)CCc2ccccc21 | -33 | -4
O=C1CCc2cc(S(=O)(=O)NCCC(=O)N3CCN(c4cccc(Cl)c4)CC3)ccc2N1 | 8 | 19

(further entries)
compound | PAX8 reporter | ARNT TACC3 PPI
Cn1c(C(O)c2ccc(Cl)cc2)nc(Cl)c1Cl (stereo not drawn) | 14 | 3
CCCCC(c1nnnn1Cc1ccco1)N1CCN(c2nc3ccccc3s2)CC1 (stereo not drawn) | 36 | -4
CN(c1nc2ccccc2n2c(-c3ccco3)nnc12)S(=O)(=O)c1ccccc1 | 8 | 2
CCOc1ccc(CNCc2cccnc2)cc1 | 9 | 0
COc1cc(CC(=O)Nc2ncc(C)s2)cc(OC)c1OC | -2 | -4
Cc1ccccc1OCc1nnc(SCC(=O)N2c3ccccc3Sc3ccc(Cl)cc32)o1 | -8 | -20
CCC(C)c1ccc(NC(=O)C2CCN(c3ncccn3)CC2)cc1 (stereo not drawn) | -2 | -9
NC(=O)C1(N2CCCCC2)CCN(C2CC(=O)N(Cc3ccc(N4CCCC4=O)cc3)C2=O)CC1 (stereo not drawn) | -8 | -6
COCC(=O)Nc1ccc(C(N)=O)cc1 | -6 | 38
COc1ccc(-c2cc(=O)oc3c(C)c(OCc4nn[nH]n4)ccc23)cc1 | -2 | -16

Part of the list above in order of formula weight, low to high.
compound | PAX8 reporter | ARNT TACC3 PPI
COCC(=O)Nc1ccc(C(N)=O)cc1 | -6 | 38
CCOc1ccc(CNCc2cccnc2)cc1 | 9 | 0
Cn1c(C(O)c2ccc(Cl)cc2)nc(Cl)c1Cl (stereo not drawn) | 14 | 3

Carrying on:
compound | PAX8 reporter | ARNT TACC3 PPI
O=C(NNS(=O)(=O)c1ccc2ccccc2c1)C1CCN(Cc2ccccc2)CC1 | 11 | -2
CN1C(=O)Cc2cc(S(=O)(=O)N3CCOCC3)ccc21 | 1 | -2
CC(C)Oc1ccc(OCCCN2CCCCCC2)cc1 | 32 | 3
CCOc1ccc2nc(SCC(=O)Nc3ccc4c(c3)OCCO4)[nH]c2c1 | -5 | -19
CCOC(=O)c1cc2occc2n1Cc1c(F)cccc1Cl | 15 | 10
COc1ccc(Nc2cc(C)nc(N3CCOCC3)n2)cc1 | -15 | 3
COc1ccc(C2c3c(-c4cc(Cl)c(C)cc4O)n[nH]c3C(=O)N2Cc2cccnc2)cc1OC (stereo not drawn) | -5 | -2
O=C(NC(Cc1c[nH]c2ccccc12)C(=O)O)c1ccco1 (stereo not drawn) | 13 | -1
COC(=O)c1ccc(Cn2nc(C)c(Cl)c2C)o1 | 1 | -5
COc1ccc2c(C(=O)CN3CCC(C)CC3)c[nH]c2c1 | 1 | -4

(continued)
compound | PAX8 reporter | ARNT TACC3 PPI
COCCNC(=O)C(c1ccccc1C)N(CCOC)C(=O)Cn1nnc2ccccc21 (stereo not drawn) | -6 | -3
Cc1ccc(-c2nn3c(C)nnc3s2)cc1NC(=O)c1ccc(-c2cccc(Cl)c2)o1 | 31 | 16
Cc1ccccc1OCCN1C(=O)NC2(CCc3ccccc32)C1=O (stereo not drawn) | 16 | -17
N#C/C=C1\Sc2ccccc2C(=O)N1CC(=O)N1CCN(S(=O)(=O)c2ccccc2)CC1 | 5 | 0
O=C(c1cnn(-c2ccccc2)c1)c1ccc2ccccc2c1O | -250 | 26
O=C(CCc1nc2ccccc2c(=O)[nH]1)NC1CCN(Cc2ccccc2)CC1 | 3 | 0
Cc1ccc(C(=O)Nc2ncc(Cc3ccc(F)cc3)s2)o1 | -159 | -5
COCCOC(=O)c1c(C)n(C)c2ccc(OC(=O)C3CC3)cc12 | 6 | -2
O=C(/C=C/c1ccc(Cl)cc1)NCCN1CCOCC1 | -17 | -12
CCCCn1c(SCc2ccccn2)nc2c1c(=O)n(C)c(=O)n2C | -9 | 0

Additional records follow.
compound | PAX8 reporter | ARNT TACC3 PPI
c1ccc2c(c1)CCCC2NC1=NCCC1 (stereo not drawn) | 14 | -1
Cc1ccccc1NC(=S)C1=C(O)c2sccc2N(C)S1(=O)=O | -1 | -2
O=C(O)C1C2CCCCC2=C2CCCCC2C1C(=O)O (stereo not drawn) | 14 | -8
Cc1nn(C(C)C(=O)NCCCc2ccccc2)c(=O)c2cc3occc3n12 (stereo not drawn) | 15 | -1
O=C(NCCSCc1ccccc1)c1ccc(Cl)c(S(=O)(=O)N2CCOCC2)c1 | 4 | -8
COc1ccccc1OC(=O)c1ccc(S(=O)(=O)N(C)C)cc1 | -15 | -2
Cc1nn(C(C)(C)C)c(OC(=O)c2ccc3c(c2)OCO3)c1Sc1ccccc1 | 21 | -1
CC1=C(C(=O)Nc2ccccc2)C(c2ccc(O)cc2)N2C(=O)CSC2=N1 (stereo not drawn) | 8 | -2
Fc1cccc(Cl)c1Cn1nnc2c(N3CCC4(CC3)OCCO4)ncnc21 | -5 | -2
COc1ccc(CCNC(=O)c2nonc2N)cc1OC | 0 | -14

Going on with the list.
compound | PAX8 reporter | ARNT TACC3 PPI
N#Cc1ccc(Oc2cc(C(F)(F)F)nc(-c3ccccn3)n2)cc1 | 8 | -2
CCOc1ccc(C2=Nn3c(nnc3-c3ccco3)SC2)cc1 | 32 | 4
CCn1c(CSc2nc(C)cc(C)n2)nnc1SCC(=O)Nc1nc(-c2ccccc2)cs1 | 15 | -12
CCOC(=O)C1=C(C)C(c2ccccc2OC)NC(=S)N1 (stereo not drawn) | 1 | -1
Cc1ccc(-n2c(C)c([N+](=O)[O-])c3ccc(O)c(CN(C)C)c32)cc1 | -10 | -2
CCOC(=O)c1c(OCC)[nH]c2ccc(O)cc12 | 1 | 9
COCCCNC(=O)c1ccc2c(=O)n(Cc3ccc4c(c3)OCO4)c(=S)[nH]c2c1 | 0 | -8
Cc1cc(Cl)c(S(=O)(=O)N2CCCCCC2)cc1OCC(=O)NC1CCCCC1 | 12 | -7
CCOCCSc1nc2c(c(=O)[nH]c(=O)n2C)n1CCCc1ccccc1 | 23 | -7
COC(=O)NC1CSCC1OC(=O)CN1C(=O)c2ccccc2C1=O (stereo not drawn) | 5 | -1

(further entries)
compound | PAX8 reporter | ARNT TACC3 PPI
CCC(C)NC(=O)C1c2ccccc2C(=O)N1Cc1cc(OC)ccc1OC (stereo not drawn) | -6 | -5
O=C(O)c1cc(/C=N\O)ccc1OCc1ccccc1 | 8 | -4
Fc1ccccc1COc1cccc(/C=N/n2cnnc2)c1 | -49 | -12
CCOC(=O)c1c(C)[nH]c(C)c1C(=O)COc1ccc(NC(=O)c2ccco2)cc1 | 9 | -2
CN1c2ccccc2C(C)(C)C12C=Nc1c(cc(N3CCOCC3)c3ccccc13)O2 (stereo not drawn) | 72* | 1
